# IL1B NFkB pot: enhances IL-1B driven NFkB nuclear translocation; HUVEC IL-1B NFkB p65 nuclear translocation imaging; activation, % at 2 µM; 94,000 compounds, 0.3% hits;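 active = activation above 40%, about the mean plus 3 SD, also judged a hit on visual image review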;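 also: percent activation is computed from the nuclear over cytoplasmic p65 intensity ratio; values of inactives mirror those of a sister screen read the other way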
# Bcl-B displacement: displacers of TR3 peptide from Bcl-B, primary screen, selectivity assay for Bfl-1 inhibitor project, biochemical, fluorescence polarization | FP displacement of FITC-TR3 peptide from Bcl-B; higher % means a stronger effect | displacement, % at 20 µM; hits with a dose series show IC50 in µM | 96,000 compounds, 0.11% hits | AID 748;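 active = displacement above 50% at 20 µM plus a fluorescence interference ratio under 1.5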;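 also: plate controls were wells without compound for no effect and wells lacking Bcl-B protein for full effect; a part of the inactive calls stands beside numbers as strong as those of hits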
# NFkB transloc inh: blocks IL-1B driven NFkB nuclear translocation in HUVEC cells; 94,000 compounds, 0.43% hits; AID 796; inhibition, % at 2 µM; HUVEC IL-1B NFkB p65 nuclear translocation imaging;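 active = inhibition above about 30% together with a positive call from visual inspection of the well image, limit read from the data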;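 also: nuclear over cytoplasmic p65 intensity ratio measured by imaging; 0% = IL-1B stimulated DMSO wells and 100% = unstimulated DMSO wells; values of inactives mirror those of a sister screen read the other way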
# MRP resist rev: compounds reversing MRP-mediated drug resistance | H69AR cells + 2 uM doxorubicin, CellTiter-Glo, 72 h | differential viability (reversal), % at 10 µM | 85,000 compounds, 0.04% hits;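 active = viability drop by adding the cancer drug above about 55%, with treated viability meeting a 40% cutoff, limit read from the data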;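 also: viability without doxorubicin minus viability with 2 µM doxorubicin for each compound; larger differential means the compound sensitizes cells more to doxorubicin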
# PLAP inhibition: PLAP enzyme inhibitors, biochemical, luminescence, HTS (AID 690); purified PLAP, luminescent substrate; higher % means a stronger effect; 96,000 compounds, 0.08% hits; inhibition, % at 20 µM; hits with a dose series show IC50 in µM; in the data active = a potency from the dose series; inactive = the rest, 99 in 100 with inhibition below about 30%; also: strong numbers were not always called active
# MRP resist rev cytotoxicity: recorded beside MRP resist rev, whose call it bears; viability, %; H69AR cells, CellTiter-Glo, 72 h; measured here: cytotoxicity without doxorubicin
# MRP resist rev with doxorubicin: also measured in MRP resist rev; calls as there; viability, %; measured here: viability with 2 uM doxorubicin; active compounds read low
# NFkB transloc inh cell count 2 µM: recorded beside NFkB transloc inh, whose call it bears; cell count; measured here: cells passing quality filter;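 raw number of nuclei counted in each imaged well without normalization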
# IL1B NFkB pot cell count 2 µM: also measured in IL1B NFkB pot; calls as there; cell count; measured here: cells passing quality filter
# * marks the source's active call; other numbers are inactive results; nt = not tested or not shown. An excerpt (hit frequency here may not be typical).
no.	mol	IL1B NFkB pot	IL1B NFkB pot cell count 2 µM	Bcl-B displacement	NFkB transloc inh	NFkB transloc inh cell count 2 µM
1	CC1CN(c2cc(=O)n(-c3cccc(Br)c3)c(=O)[nH]2)CC(C)O1 (stereo not drawn)	-5	146	-2%	5	146
2	COc1ccccc1-c1nc(SCC(=O)O)n[nH]1	6	128	0%	-6	128
3	COc1ccc2cc(C(=O)NCCO)sc(=O)c2c1OC	-5	176	nt	5	176
4	Cn1cc(C(=O)c2ccc(Cl)cc2)cc1-c1nc2ccccc2n1C	14	167	-28%	-14	167
5	COc1ccc(C(OC(=O)c2ccco2)C(=O)NCc2ccc(C)cc2)cc1 (stereo not drawn)	8	176	-4%	-8	176
6	COc1ccc(S(=O)(=O)N(CCCN2CCOCC2)Cc2cccc(OC)c2OC)cc1	13	141	-12%	-13	141
7	Cn1c(-c2ccc3c(c2)OCO3)cnc1NCc1ccccc1	0	105	-2%	0	105
8	CC(C)C(C)NC(=O)COc1ccc(-c2ccccc2)cc1 (stereo not drawn)	6	84	4%	-6	84
9	Cc1cc(C)nc(NC2=NCC(=O)N2c2ccc(F)c(Cl)c2)n1	-5	208	-10%	5	208
10	Cc1cnc(-c2nnc(N(C)C(=O)C3CCOC3)s2)cn1 (stereo not drawn)	7	118	-6%	-7	118

no.	MRP resist rev	MRP resist rev cytotoxicity	MRP resist rev with doxorubicin	PLAP inhibition
1	4	96	92	-7%
2	-15	96	111	-5%
3	18	97	79	nt
4	-10	52	62	2%
5	7	105	98	-12%
6	2	94	92	-61%
7	-30	24	54	-16%
8	4	88	84	15%
9	-5	82	87	-58%
10	23	100	77	-4%

# New compounds follow.
no.	mol	IL1B NFkB pot	IL1B NFkB pot cell count 2 µM	Bcl-B displacement	NFkB transloc inh	NFkB transloc inh cell count 2 µM
11	CN1C(=O)N(C)C2(c3ccccc3)Nn3c(s/c(=C/c4ccco4)c3=O)=NC12c1ccccc1 (stereo not drawn)	-3	201	-10%	3	201
12	CCSc1nnc(NC(=O)c2cccnc2)s1	-10	149	-8%	10	149
13	Cc1cc(=O)n2[nH]c(N3C(=O)CCC3=O)nc2n1	-9	105	-4%	9	105
14	CC(=O)N(c1ccc(C)cc1)C1C=CS(=O)(=O)C1 (stereo not drawn)	0	189	2%	0	189
15	CCn1c(=O)n(CC(=O)Nc2cc(OC)c(OC)c(OC)c2)c(=O)c2ccccc21	6	61	-8%	-6	61
16	COc1ccc(NC(=O)CCCN2C(=O)C3C4C=CC(C4)C3C2=O)c(OC)c1 (stereo not drawn)	-1	158	nt	1	158
17	COc1ccc(NC(=O)COC(=O)c2ccc(N3CCCC3=O)cc2)cc1OC	3	157	2%	-3	157
18	O=C(Nc1cccc(-c2cn3ccccc3n2)c1)c1cccc(Cl)c1	-1	120	-29%	1	120
19	COc1ccc(-n2c(N)c(-c3nc4ccccc4n3C)sc2=S)cc1	4	144	-4%	-4	144
20	CCOC(=O)c1c(CN2CCOCC2)oc2ccc(OC)cc12	2	165	-9%	-2	165

no.	MRP resist rev	MRP resist rev cytotoxicity	MRP resist rev with doxorubicin	PLAP inhibition
11	6	75	69	-74%
12	3	88	85	18%
13	2	96	94	4%
14	2	98	96	9%
15	17	94	77	-12%
16	5	100	95	nt
17	13	94	82	18%
18	nt	nt	nt	-18%
19	nt	nt	nt	-18%
20	11	88	78	-52%

# Later entries.
no.	mol	IL1B NFkB pot	IL1B NFkB pot cell count 2 µM	Bcl-B displacement	NFkB transloc inh	NFkB transloc inh cell count 2 µM
21	COC(=O)C1CN(S(=O)(=O)c2ccccc2)CCN1S(=O)(=O)c1ccccc1 (stereo not drawn)	23	156	-1%	-23	156
22	COc1ccc(C)cc1S(=O)(=O)N(C)CC(=O)N1CCCCC1	-3	106	nt	3	106
23	CCOc1ccccc1C1NC(=O)NC(C)=C1C(=O)OC1CCCCC1 (stereo not drawn)	nt	nt	0%	nt	nt
24	COc1ccc(/C(N)=N/OC(=O)CSc2ccccc2)cc1OC	-20	135	8%	20	135
25	Cc1ccc(C(=O)CSc2nc3ccccc3o2)cc1	-2	113	-6%	2	113
26	CCC(=O)N1CCc2cc(Br)cc(S(=O)(=O)NCCN3CCCCC3C)c21 (stereo not drawn)	nt	nt	-6%	nt	nt
27	O=C(COc1ccc(S(=O)(=O)NCc2ccccc2)cc1Cl)N1CCOCC1	12	127	-12%	-12	127
28	C=CCOC(=O)C1=C(C)N=C2SCCC(=O)N2C1c1ccc(OC(=O)c2ccco2)cc1 (stereo not drawn)	nt	nt	-4%	nt	nt
29	COC(=O)c1cc(C(=O)Nc2ccc(C)cn2)cc([N+](=O)[O-])c1	24	171	4%	-24	171
30	CC1CCN(CC(=O)Nc2cccc([N+](=O)[O-])c2)CC1	-1	144	-2%	1	144

no.	MRP resist rev	MRP resist rev cytotoxicity	MRP resist rev with doxorubicin	PLAP inhibition
21	0	97	97	-53%
22	-9	92	101	nt
23	9	97	88	12%
24	24	102	79	2%
25	-3	86	89	0%
26	6	91	85	-28%
27	16	91	75	11%
28	-14	92	105	-2%
29	nt	nt	nt	10%
30	nt	nt	nt	12%

# (more compounds)
no.	mol	IL1B NFkB pot	IL1B NFkB pot cell count 2 µM	Bcl-B displacement	NFkB transloc inh	NFkB transloc inh cell count 2 µM
31	Cc1c(N2C(=O)c3ccc4c5c(ccc(c35)C2=O)CC4)c(=O)n(-c2ccccc2)n1C	19	148	112%*	-19	148
32	CCC(=O)c1ccc(OCC(O)CN2CC(C)OC(C)C2)cc1 (stereo not drawn)	25	195	4%	-25	195
33	Cc1cccn2c(=O)c3cc(C(=O)NCc4cccnc4)c(=N)n(C)c3nc12	nt	nt	12%	nt	nt
34	CC(Oc1ccc(-c2nccc(-c3ccccn3)n2)cc1)C(=O)NN (stereo not drawn)	12	182	-4%	-12	182
35	CC(C)COc1ccc(C2NC(=O)NC2=O)cc1 (stereo not drawn)	7	146	-12%	-7	146
36	Cn1cc(-c2nnnn2-c2cccc(C(F)(F)F)c2)c(C(F)(F)F)n1	2	153	0%	-2	153
37	Cc1csc(NC(=O)c2ccoc2C)n1	7	120	-1%	-7	120
38	COC(=O)Nc1c(C)nn(Cc2ccccc2C)c1C	26	99	-1%	-26	99
39	Cc1cc(=O)n2nc(N3CCCC3C(=O)NCc3ccccn3)sc2n1 (stereo not drawn)	nt	nt	-8%	nt	nt
40	Cc1ccc(S(=O)(=O)Oc2ccccc2/C=N/NC(=O)c2c(Cl)cnn2C)cc1	-5	88	nt	5	88

no.	MRP resist rev	MRP resist rev cytotoxicity	MRP resist rev with doxorubicin	PLAP inhibition
31	-7	95	102	-14%
32	2	82	80	-26%
33	2	90	88	-8%
34	nt	nt	nt	-11%
35	2	96	94	-17%
36	nt	nt	nt	-34%
37	-20	56	76	-24%
38	4	97	93	-1%
39	-9	86	95	-1%
40	-53	33	86	nt

# The list goes on:
no.	mol	IL1B NFkB pot	IL1B NFkB pot cell count 2 µM	Bcl-B displacement	NFkB transloc inh	NFkB transloc inh cell count 2 µM
41	O=C(CN1C(=O)C2CC=CCC2C1=O)Nc1nccs1 (stereo not drawn)	nt	nt	0%	nt	nt
42	O=C(C1CCC(CNc2c(N3CCCCC3)c(=O)c2=O)CC1)N1CCc2ccccc2C1 (stereo not drawn)	nt	nt	-4%	nt	nt
43	COc1cc(C(=O)OC(C)C(=O)N2CCc3ccccc3C2)ccc1OCC(=O)N1CCOCC1 (stereo not drawn)	7	109	4%	-7	109
44	NC(=O)C1CCCN(S(=O)(=O)c2ccc(Br)cc2)C1 (stereo not drawn)	30	145	-2%	-30	145
45	CCOc1ccc(N2CC(=O)Nc3ccccc3NCC2=O)cc1	0	71	1%	0	71
46	CCc1ccc(-c2nc(CSCC(=O)N3CCN(c4ccccn4)CC3)c(C)o2)cc1	-3	46	-5%	4	46
47	O=C(COc1ccccc1Cl)OCC(=O)N1CCN(S(=O)(=O)c2ccccc2)CC1	-2	109	-3%	2	109
48	N#CC1=C(N)Oc2n[nH]c(-c3cccs3)c2C1c1ccoc1 (stereo not drawn)	11	104	-4%	-11	104
49	CC(=O)Oc1cc2c(C(=O)NCCN3CCOCC3)c(C)oc2c2ccccc12	-7	127	-15%	7	127
50	CC12CC(NC(=O)N1c1ccc(C(=O)N3CCN(c4ccccn4)CC3)cc1)c1ccccc1O2 (stereo not drawn)	-3	192	-10%	3	192

no.	MRP resist rev	MRP resist rev cytotoxicity	MRP resist rev with doxorubicin	PLAP inhibition
41	-1	90	91	-19%
42	6	80	74	-57%
43	18	100	82	-60%
44	3	82	79	-11%
45	11	90	79	19%
46	-5	92	97	-9%
47	-5	90	95	6%
48	6	108	102	-1%
49	-8	63	71	-45%
50	-12	89	101	-8%

# Additional results:
no.	mol	IL1B NFkB pot	IL1B NFkB pot cell count 2 µM	Bcl-B displacement	NFkB transloc inh	NFkB transloc inh cell count 2 µM
51	Cc1nc2ccccc2c(=O)n1/N=C/c1cccnc1	2	162	12%	-2	162
52	COc1cc(-c2nnc(COc3ccc4cc(Br)ccc4c3)o2)cc(OC)c1OC	16	168	-5%	-16	168
53	CCC(=O)c1c[nH]c(C(=O)NCCc2ccccn2)c1	-5	87	-1%	5	87
54	Cc1ccccc1N/N=C1\CCCNC1=O	4	158	-4%	-4	158
55	Nc1ccnn1Cc1cccnc1	-25	83	0%	25	83
56	CCOc1ccc(C(=O)CN2CCN(S(=O)(=O)c3ccc(Cl)cc3)CC2)cc1	3	89	-11%	-3	89
57	N#CC(C(=O)NC1CCCCC1)c1nc2ccccc2nc1N1CCOCC1 (stereo not drawn)	nt	nt	-19%	nt	nt

no.	MRP resist rev	MRP resist rev cytotoxicity	MRP resist rev with doxorubicin	PLAP inhibition
51	-2	97	99	16%
52	-34	24	58	-38%
53	nt	nt	nt	16%
54	nt	nt	nt	0%
55	1	94	93	-57%
56	nt	nt	nt	8%
57	11	82	71	-6%

# Of the compounds above, these have a furan ring, fused or not.
no.	mol	IL1B NFkB pot	IL1B NFkB pot cell count 2 µM	Bcl-B displacement	NFkB transloc inh	NFkB transloc inh cell count 2 µM
5	COc1ccc(C(OC(=O)c2ccco2)C(=O)NCc2ccc(C)cc2)cc1 (stereo not drawn)	8	176	-4%	-8	176
11	CN1C(=O)N(C)C2(c3ccccc3)Nn3c(s/c(=C/c4ccco4)c3=O)=NC12c1ccccc1 (stereo not drawn)	-3	201	-10%	3	201
20	CCOC(=O)c1c(CN2CCOCC2)oc2ccc(OC)cc12	2	165	-9%	-2	165
28	C=CCOC(=O)C1=C(C)N=C2SCCC(=O)N2C1c1ccc(OC(=O)c2ccco2)cc1 (stereo not drawn)	nt	nt	-4%	nt	nt
37	Cc1csc(NC(=O)c2ccoc2C)n1	7	120	-1%	-7	120
48	N#CC1=C(N)Oc2n[nH]c(-c3cccs3)c2C1c1ccoc1 (stereo not drawn)	11	104	-4%	-11	104
49	CC(=O)Oc1cc2c(C(=O)NCCN3CCOCC3)c(C)oc2c2ccccc12	-7	127	-15%	7	127

no.	MRP resist rev	MRP resist rev cytotoxicity	MRP resist rev with doxorubicin	PLAP inhibition
5	7	105	98	-12%
11	6	75	69	-74%
20	11	88	78	-52%
28	-14	92	105	-2%
37	-20	56	76	-24%
48	6	108	102	-1%
49	-8	63	71	-45%
